Screens from PubChem BioAssay.
UTI89 phage lysis – inhibition of K1F phage lysis, E. coli UTI89, bacterial capsule biogenesis inhibitors, alamar blue (AID 488966); E. coli UTI89 K1F phage lysis, alamar blue, 2 h; higher % means a stronger effect; inhibition, % at 100 µM, or IC50 in µM where a hit was titrated; 340,000 tested, 0.02% active;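 active = phage lysis inhibition, versus mean bacterial control, above a set limit; inconclusive = no clear call, values can overlap the other calls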;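 note: capsule biogenesis inhibitors block K1F phage lysis so surviving cells raise fluorescence; higher fluorescence means more inhibition of phage lysis; actives were called in the ten point dose series up to 300 µM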
human PMI inhibitors – MPI inhibition at elevated mannose 6-phosphate – biochemical, fluorescence intensity, high mannose 6-phosphate, primary screen (AID 1220); recombinant PMI enzyme, coupled fluorescence intensity; higher % means a stronger effect; inhibition, % at 20 µM, or IC50 in µM where a hit was titrated; 190,000 tested, 0.66% active
M1AAP inhibition – malaria alanyl aminopeptidase activity blockers – biochemical, fluorogenic H-Leu-NHMec substrate, 1536-well (AID 1445); inhibition, % at 30 µM, or IC50 in µM where a hit was titrated; 220,000 tested, 0.42% active; recombinant M1AAP, H-Leu-NHMec fluorogenic kinetic assay; higher % means a stronger effect;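 active = primary inhibition above the hit cutoff, then over 50% inhibition at one or more dose response concentrations, cut at about 23% in these data, passing the limit was not always enough; inconclusive = conflicting primary data, or primary hits not chosen for dose response; inactive = low primary inhibition, or under 50% at every dose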;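 note: plate controls were DMSO full reaction for no effect and no enzyme background for full effect; strong numbers were not always called active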
XIAP displacement – XIAP antagonists, biochemical, IAP family, fluorescence polarization (AID 1018) | XIAP BIR domain, fluorescence polarization peptide displacement; higher % means a stronger effect | one-dose displacement, % at 20 µM; IC50 in µM for titrated hits | 200,000 tested, 0.007% active; in the data active = displacement above about 50%; note: a part of the inactive calls stands beside numbers as strong as those of hits
P. falciparum M17LAP – P. falciparum M17LAP inhibitors, primary screen, biochemical, fluorogenic H-Leu-NHMec substrate, 1536-well (AID 1619); recombinant M17LAP, H-Leu-NHMec fluorogenic kinetic assay; higher % means a stronger effect; inhibition, % at 30 µM; hits with a dose series show IC50 in µM; 220,000 tested, 0.38% active;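 active = compound inhibiting the enzyme by more than half at any dose during confirmatory dose-response retesting; inconclusive = strong single-dose inhibitors picked by rank but not retested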;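 note: plate controls were full reaction with DMSO carrier for no effect and no enzyme background for full effect; strong numbers were not always called active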
PMI inhibitors – inhibitors of human PMI, primary screen, biochemical, fluorescence intensity, coupled assay (AID 1209); purified PMI enzyme, coupled fluorescence intensity; higher % means a stronger effect; inhibition, % at 20 µM, or IC50 in µM where a hit was titrated; 190,000 tested, 0.42% active;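 note: plate controls were DMSO vehicle for no effect and wells lacking substrate for full effect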
SIAH1 antagonists – blockers of Siah-1 interaction with plectin peptide – biochemical, fluorescence polarization, rhodamine-plectin, uHTS, primary screen (AID 1817); Siah-1 / rhodamine-plectin peptide fluorescence polarization; higher % means a stronger effect; displacement, % at 20 µM, or IC50 in µM where a hit was titrated; 290,000 tested, 0.02% active;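 active = displacement of at least 50% at 20 µM, with a fluorescence ratio check between 0.3 and a set limit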;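 note: plate controls were Siah plus tracer with DMSO for no effect and tracer alone without Siah for full effect; strong numbers were not always called active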
TNAP activators – human TNAP enzyme activators, primary screen, biochemical, luminescent, no phosphate acceptor, uHTS (AID 1001). 200,000 tested, 0.03% active. one-dose activation fold at 20 µM; EC50 in µM for titrated hits. purified TNAP, luminescent activation assay, no phosphate acceptor; higher activation fold means a stronger effect; in the data active = activation fold from about 3, or a potency from the dose series; inactive = the rest, 99 in 100 with activation fold below about 1.6; note: many of its hits are not listed in these tables
Lipid droplet – hepatic lipid droplet formation modulation | 240,000 tested, 0.4% active | AML12 mouse hepatocytes, oleate lipid droplets, BODIPY imaging | inhibition, % at 6.5 µM | AID 1656;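 active = lipid droplet intensity inhibited by at least 50%, with more than 500 cells counted; inconclusive = wells with under 300 cells, treated as cytotoxic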
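Test system: AML12 mouse liver cells; schedule: overnight exposure; technique: high-content imaging of BODIPY-stained droplets and DAPI nuclei; read-out: % inhibition of corrected integrated BODIPY droplet signal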
Lipid droplet cells 6.5 µM – also measured in Lipid droplet; calls as there; cell count; measured here: cell count, cytotoxicity flag;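 cells counted across two imaged fields per well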
Active calls of the source: *; ? = inconclusive; . = not tested or not shown; [ ] = remark or other dose. Cut-off read from the data, not from the text of the source, unless noted: active = inhibition above about 50%; inactive = the rest.

SMILES	UTI89 phage lysis	human PMI inhibitors	M1AAP inhibition	XIAP displacement	P. falciparum M17LAP	PMI inhibitors	SIAH1 antagonists	TNAP activators	Lipid droplet	Lipid droplet cells 6.5 µM
CN(C)/C=N/c1ncc(C(=O)c2ccc(Cl)cc2)s1	0.3%	-1%	13%	-4.2%	-3%	1%	0%	1	3	617
Cc1cc(N2CCOCC2)cc(C)[n+]1[O-]	0.5%	-1%	-5%	-4.3%	-5%	4%	-3%	0.8	.	.
COc1ccc(NC(=O)/C(C#N)=C/c2ccc(OCc3ccccc3F)cc2)cc1	0.4%[50 µM]	8%	-6%	-8.5%	7%	5%	3%	0.9	7	631
COc1cccc(/C=C(/C#N)c2ccc(Cl)cc2)c1OCc1cccc(C(=O)O)c1	-0.4%	10%	13%	-3.9%	-2%	14%	8%	1	-2	661
C=CCSc1nc(=O)n2ccc(C)cc2n1	0.1%	17%	3%	-3.0%	-6%	7%	9%	1	-3	705
CC(C)CNC(=O)CO/N=C/c1ccccc1Cl	-0.1%	1%	-4%	-7.3%	-6%	-2%	10%	1.1	8	584
CN(C)C(CNC(=S)Nc1ccccc1)c1cccnc1 (stereo not given)	-1.9%	0%	0%	-0.7%	-3%	2%	6%	1.1	22	679
Cc1ccc(CSc2nc3ccccc3c(=O)n2Cc2ccco2)cc1	-0.7%	11%	4%	-12%	9%	9%	4%	1.1	-4	735
O=C1CC(c2ccccc2Cl)Cc2c1cnn2-c1nc2ccccc2s1 (stereo not given)	.	10%	-2%	0.5%	-4%	16%	-2%	1	23	662
CC(C)(C)NC(=O)C(c1ccccc1)N(Cc1cccs1)C(=O)c1csnn1 (stereo not given)	-0.3%	6%	0%	-6.7%	-7%	14%	-1%	1	-6	783
COC(=O)c1cc(NC(=O)CC2NCCNC2=O)cc(C(=O)OC)c1 (stereo not given)	7.2%	5%	0%	-5.6%	6%	9%	2%	1.1	1	743
COc1cccc(NC(=O)N2CCN(c3nnnn3-c3ccccc3)CC2)c1	0.2%	24%	-2%	-9.0%	1%	14%	-2%	1.1	5	786
COc1ccc(C(=O)CSc2nc3ccc([N+](=O)[O-])cc3[nH]2)cc1	2.9%	-1%	3%	-1.4%	2%	8%	8%	1.2	-4	683
COC(=O)CSc1nc(SCc2ccccc2Cl)nc2c1CCCC2	-0.4%	19%	-4%	-3.6%	-3%	22%	3%	1.1	-7	698
COc1ccc(CSc2nc(C)cc(=O)[nH]2)cc1Br	5.2%	-7%	5%	-3.1%	19%	-1%	-4%	1.1	7	769
CC(OC(=O)COc1ccccc1[N+](=O)[O-])C(=O)Nc1ccc(N2CCOCC2)cc1 (stereo not given)	-0.3%	8%	-11%	-0.7%	-4%	-2%	9%	1.1	21	751
COc1ccc(OC(C)C(=O)N2CCCc3ccccc32)cc1 (stereo not given)	0.0%	-4%	-2%	-9.5%	1%	-2%	0%	1	-16	734
CSc1nnc(C(C)(C)C)c(=O)n1/N=C/c1ccccc1	-1.8%	.	9%	.	3%	.	18%	.	15	727
O=C(Cc1ccc(-n2c(=S)[nH]c3ccccc3c2=O)cc1)N1CCC(N2CCCCC2)CC1	-0.6%	2%	5%	-2.5%	1%	7%	-4%	1.1	5	731
COCCCNC(=O)c1cccn2c(=O)c3cc4ccccc4cc3nc12	0.6%	-87%	5%	-2.4%	2%	-51%	6%	1	.	.
c1ccc(Nc2ccccc2Nc2ccccn2)nc1	1.8%	13%	1%	-5.1%	6%	-2%	36%	1.1	-10	696
CCOc1ccc(N2C(=O)CC(N(CCc3ccc(OC)cc3)C(=O)/C=C/C(=O)O)C2=O)cc1 (stereo not given)	0.2%	2%	3%	9.2%	-5%	8%	-1%	1	8	645
NC(=O)c1ccsc1NC(=O)COC(=O)Cc1ccsc1	-0.1%	8%	16%	-3.6%	10%	5%	-6%	1.1	-14	706
CCCCCOc1ccc(NC(=O)CSc2cccc3cccnc23)cc1	0.1%	7%	6%	-3.5%	42%	0%	-5%	1.1	-1	668
CCOC(=O)N1CCN(c2ncnc3c2oc2nc(C(C)C)c4c(c23)CCC4)CC1	0.5%	0%	-11%	-4.1%	-8%	-3%	-1%	1.1	.	.

Three structures from above, ordered by SMILES length, rising:
SMILES	UTI89 phage lysis	human PMI inhibitors	M1AAP inhibition	XIAP displacement	P. falciparum M17LAP	PMI inhibitors	SIAH1 antagonists	TNAP activators	Lipid droplet	Lipid droplet cells 6.5 µM
CCCCCOc1ccc(NC(=O)CSc2cccc3cccnc23)cc1	0.1%	7%	6%	-3.5%	42%	0%	-5%	1.1	-1	668
COCCCNC(=O)c1cccn2c(=O)c3cc4ccccc4cc3nc12	0.6%	-87%	5%	-2.4%	2%	-51%	6%	1	.	.
COc1ccc(C(=O)CSc2nc3ccc([N+](=O)[O-])cc3[nH]2)cc1	2.9%	-1%	3%	-1.4%	2%	8%	8%	1.2	-4	683

The list continues:
SMILES	UTI89 phage lysis	human PMI inhibitors	M1AAP inhibition	XIAP displacement	P. falciparum M17LAP	PMI inhibitors	SIAH1 antagonists	TNAP activators	Lipid droplet	Lipid droplet cells 6.5 µM
COCCCNC(=O)CN1C(=O)/C(=C\c2ccc(C)cc2)Sc2ccccc21	-4.6%	2%	2%	-1.6%	-4%	14%	1%	1.1	2	718
CC(=O)n1c2ccccc2c2ccccc21	0.6%	-4%	11%	-2.1%	0%	-6%	3%	1	.	.
CCC(C)NC(=O)CSc1nc2ccsc2c(=O)n1NC(=O)c1ccccc1 (stereo not given)	-0.6%	-8%	15%	-15%	10%	-3%	4%	1.1	.	.
Cc1nc2ccccc2n1S(=O)(=O)c1ccc(S(=O)(=O)N2CCCCCC2)cc1	0.9%	-2%	6%	-3.8%	-5%	0%	4%	1.1	.	.
CCSc1cc(N2CC(C)OC(C)C2)nc(-c2ccccc2Cl)n1 (stereo not given)	0.4%	1%	1%	-3.7%	5%	8%	-5%	1	-11	746
Cn1cc(SCC(=O)NCc2ccc(F)cc2)c2ccccc21	0.9%	7%	-3%	-7.8%	1%	12%	5%	1.5	-26	704
CCc1ccc2nc3c(c(C(=O)O)c2c1)CCC3	0.1%	-9%	4%	-3.7%	9%	-9%	-5%	1.1	.	.
N#C/C(=C\c1ccc([N+](=O)[O-])cc1)c1nc(C2CC2)cs1	1.6%[50 µM]	3%	5%	-3.5%	-12%	7%	3%	1.1	-3	703
CCC(C(=O)NC1CCCC1)N(Cc1cccs1)C(=O)Cn1nnc(-c2ccc(OC)c(OC)c2)n1 (stereo not given)	0.1%	6%	-4%	-3.5%	7%	10%	16%	1.3	-26	706
CC(C)N(C(=O)COC(=O)[C@@H]1CC(O)CN1S(=O)(=O)c1ccc(C(C)(C)C)cc1)C(C)C (stereo not given in full)	-1.1%	15%	-8%	-6.3%	-3%	10%	2%	1.1	-16	646
O=C(c1ccc([N+](=O)[O-])cc1)N1CCSC1c1ccccc1Cl (stereo not given)	0.1%	13%	0%	-9.4%	-2%	10%	-8%	1	13	719
Nc1cc(OCC(F)(F)F)cc(OCC(F)(F)F)c1	1.7%	57%*	5%	-3.7%	-1%	20%	-6%	1.2	12	664
Cc1cccc(N2C(=O)c3ccc(C(=O)Nc4c[nH]c(=O)[nH]c4=O)cc3C2=O)c1	0.1%[50 µM]	.	8%	.	5%	.	2%	.	-7	702
CC(Oc1cccc(Cl)c1)C(=O)Nc1ccc([N+](=O)[O-])cn1 (stereo not given)	2.3%	1%	5%	-2.6%	-4%	0%	7%	1.1	-4	724
CCOC(=O)N1CCN(C(=O)Nc2ccc3nc(C)c(C)nc3c2)CC1	-0.2%	49%	2%	-3.3%	-28%	18%	-3%	1.1	.	.
COc1ccc(C(=O)CSc2cc(C)nc3nc(C)nn23)cc1OC	1.1%	7%	7%	-2.5%	5%	12%	-1%	1.1	-1	765
C=CCNC(=S)NNC(=O)c1cc(O)ccc1O	.	21%	14%	-2.3%	27%	23%	1%	0.3	10	665
Cc1cccc(N(CC(N)=O)C2SC(=O)N(c3ccccc3)C2=O)c1 (stereo not given)	0.3%	20%	3%	.	1%	10%	1%	1.4	-14	657
Cc1cc(C)nc(SCc2cc(=O)c(OC(=O)c3ccc(Cl)c([N+](=O)[O-])c3)co2)n1	1.6%[50 µM]	4%	-1%	-6.7%	-7%	10%	-6%	1	4	546
Cc1cccc(S(=O)(=O)Nc2nc3ccccc3nc2NCC2CCCO2)c1 (stereo not given)	1.4%[50 µM]	.	8%	.	6%	.	17%	.	10	707
Oc1ccccc1Nc1ncnc2c1oc1ccccc12	0.1%	-11%	2%	-9.1%	-5%	-6%	-2%	0.9	.	.
CC(=O)Nc1ccc(NS(=O)(=O)c2ccc(Cl)s2)cc1	0.2%	29%	4%	-4.0%	3%	0%	-3%	1.1	.	.
O=C(CN(C(=O)Cn1nnc(-c2ccccc2F)n1)c1cnc2ccccc2c1)NCC1CCCO1 (stereo not given)	?	10%	6%	-11%	6%	6%	1%	1.1	-3	676
Cc1c(Cl)cccc1NC(=S)NC1CCN(C(C)C)CC1	-0.6%	-5%	2%	-4.9%	-1%	0%	6%	1.1	8	680
CCOc1ccc(C(=O)Nc2cccc3ncccc23)cc1Br	0.5%	6%	10%	-4.7%	1%	4%	0%	1	20	662

The list goes on.
SMILES	UTI89 phage lysis	human PMI inhibitors	M1AAP inhibition	XIAP displacement	P. falciparum M17LAP	PMI inhibitors	SIAH1 antagonists	TNAP activators	Lipid droplet	Lipid droplet cells 6.5 µM
COC(=O)c1ccc(N2C(=O)c3cc(N4CCOCC4)c([N+](=O)[O-])cc3C2=O)cc1	1.3%	-6%	2%	-6.3%	-2%	5%	6%	1	5	604
CCn1nc(NC(=O)c2ccncc2)c2cc3ccccc3nc21	0.3%	5%	14%	-8.0%	7%	16%	-2%	1.1	30	784
Cn1c(=O)oc2cc(S(=O)(=O)N3CCc4ccccc43)ccc21	-0.1%	.	-2%	.	1%	.	-9%	.	11	719
CC1CCN(CCOCCOc2ccccc2-c2ccccc2)CC1	1.1%[50 µM]	-3%	4%	-6.3%	-1%	-15%	3%	1	-12	584
O=C(O)c1ccc(-c2ccc(/C=N/Nc3ccc([N+](=O)[O-])cc3)o2)cc1	0.2%	.	43µM*	.	9%	.	25%	.	-8	694
Cc1ccc(-c2nc3ccc(C(=O)O)cc3nc2-c2ccc(C)cc2)cc1	-0.2%	-1%	13%	-3.2%	-81%	0%	-2%	1.1	.	.
CCOC(=O)c1cnc2c(c(C)nn2C)c1Oc1ccccc1F	0.0%	.	-2%	.	-2%	.	-2%	.	42	725
CN(C)c1cccc(N=C2C=C(N3CCOCC3)CC(C)(C)C2)c1	2.9%	-19%	15%	-1.4%	20%	3%	-4%	1.1	-2	700
CCN(CC)c1ccc(-c2nn3c(-c4cccnc4)nnc3s2)cc1	0.1%	-10%	9%	-2.9%	-11%	-2%	0%	1.2	.	.
